HCV inhibitor: qHTS Assay for Inhibitors of Hepatitis C Virus (HCV). 3.4% of 340,000 active. Huh7.5.1 HCVcc-Cre infection, luciferase reporter, 44 h. Potency, µM (series often up to 41.8 µM), for inactives: at the top dose activity change, negative = inhibition, usual class: inhibitors
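Infectious HCV cell culture screen: compound-treated cells (1,000/well, pre-plated 4 h) are infected with HCVcc-Cre at roughly 0.5 moi and grown 44 h. Infection is quantified by luciferase signal after 15 min substrate incubation at room temperature.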
TbPYK inhibitor: qHTS of Trypanosoma Brucei Inhibitors. 0.12% of 410,000 active. pyruvate kinase (Trypanosoma brucei), Q57TT1. Potency, µM (highest dose often 76.8 µM), for inactives: top-dose activity, negative = inhibition, most hits filed as inhibitors. TbPYK enzyme, Kinase-Glo Plus ATP luminescence, 45 min; further: nearly all actives have a fitted effect of over 50% in size
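Quantitative HTS: titrated library compounds versus trypanosomal pyruvate kinase in TEA buffer (pH 7.2) containing KCl, MgCl2, BSA and Tween-20. Reactions were initiated with ADP, 130 uM final. Kinase-Glo Plus luminescence was read after 45 min at RT.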
The depositor's hits bear a star; ? = inconclusive; [ ] = remark or other dose. The call rests on the fitted dose curve; in most records, active means well fitted curve in the direction sought with a large enough effect; inconclusive means small, poorly fitted or top-dose-only effect, or another doubt; inactive means no such curve, though single readings can be large; an effect the other way counts as inactive or inconclusive. On the % scale 0 is the no-effect control and ±100 the full control effect; potency means the concentration at half of the fitted maximal effect. An excerpt; the hit share may differ from the screen's.

mol | HCV inhibitor | TbPYK inhibitor
Cc1ccc(CNC(=O)C2CCN(c3nc(C)cc(C)n3)CC2)cc1 | 54%[activator] | -2%
O=C(CN1C(=O)NC2(CCCCC2)C1=O)NCCc1ccc(Cl)cc1Cl | -1% | -10%
CC(O)(c1ccccc1)C(C(c1ccccc1)N1CCOCC1)N1CCOCC1 (stereo unspecified) | 13% | 0%
CCN(C(=O)CSc1nnnn1-c1ccc(Cl)cc1)C1CCS(=O)(=O)C1 (stereo unspecified) | 22% | 1%
COc1cccc(NC(=O)CN(C)C(C)C(=O)N2CCCCC2)c1 (stereo unspecified) | 9% | 0%
O=C(Cn1cnc2c(NCc3ccccc3)ncnc21)NCCCN1CCCC1=O | -6% | -4%
COc1ccc(C(CNC(=O)c2ccc(S(=O)(=O)Nc3cccc(C)c3C)cc2)N2CCOCC2)cc1 (stereo unspecified) | -26% | -13%
CN(c1ccc(F)cc1)S(=O)(=O)c1ccc(Cl)c(C(=O)OCC(=O)NC2CC2)c1 | 9% | -10%
CCOC(=O)C1=CN(Cc2ccco2)S(=O)(=O)N(CC)C1c1ccccc1 (stereo unspecified) | ? | -1%
Oc1cccc2oc(=S)[nH]c12 | -4% | -17%
COC(=O)C1=C(C(=O)OC)[N+]2=C3N(C(=O)NC2(C)C)[C@H](CO)C[C@@]32c3ccccc3N(Cc3ccccc3)[C@@H]12 | ? | 3%
CC(=O)OC(C=C(C)C)C/C(C)=C/COc1c2ccoc2cc2oc(=O)ccc12 (stereo unspecified) | -18%[8.37 µM] | -1%
S=c1cn[nH]c2ccccc12 | 25% | ?
O=C(OCC(=O)c1ccc[nH]1)c1ccc(Cl)c(Cl)c1 | 8% | -2%
CN(C)c1ccc(C(=O)C(O)c2ccccc2Cl)cc1 (stereo unspecified) | -20% | 1%
CC(=O)c1ccccc1OCCCOc1cccc2cccnc12 | ? | 8%
Cc1cccc2c1Sc1ccc(Cl)cc1CC2N1CCNCC1 (stereo unspecified) | 13µM* | 1%
Cc1cc(Cc2cc(C)c(O)c(CO)c2)cc(CO)c1O | -1% | -2%
CN(Cc1ccccc1)S(=O)(=O)c1ccccc1Br | -6% | -5%
CCOC(=O)C1=C(COC(=O)c2ccc(Cl)c(S(=O)(=O)N3CCOCC3)c2)NC(=O)NC1C (stereo unspecified) | ? | 0%
CCOc1ccccc1C(=O)NC(C(=O)NCCc1ccccn1)C(C)C (stereo unspecified) | -16% | 1%
CN(Cc1ccccc1)C(=O)c1cccc(NC(=O)Cc2cccc(NC(=O)C3CCN(C(=O)c4ccccc4)CC3)c2)c1 | -21%[8.37 µM] | 1%
CC1CCCCC12NC(=O)N(CC(=O)Nc1ccc(OC(F)F)cc1)C2=O (stereo unspecified) | -9% | 4%
CN(C(=O)c1cccc(NC(=O)Cc2ccc(NC(=O)C3CCN(C(=O)CCc4ccccc4)CC3)cc2)c1)C1CCC1 | ? | -11%
COc1ccccc1-c1cccc([C@@H]2C[C@H]3[C@H](CON3C)CN2S(=O)(=O)c2ccccc2C)c1 | ? | 2%
CCC(=NOCc1ccccc1)C(=O)NNS(=O)(=O)c1ccc(C)cc1 | 15% | 0%
Cc1ccc(C(=O)NCC(=O)Nc2ccc3c(c2)CCC3)cc1 | 11% | -2%
O=S(=O)(NNc1ncc(C(F)(F)F)cc1Cl)c1ccc(F)cc1F | 10% | -8%
CC[C@]12c3[nH]c4cc(-c5ccco5)ccc4c3CCN1C(=O)[C@@H](CC(=O)NCCCOC)C[C@@H]2C(=O)N1CCN(C(=O)C2CC2)CC1 | 0% | 1%
Nc1ccc2[nH]c(=S)sc2c1 | 13% | ?

Copied from the listing, two compounds:
mol | HCV inhibitor | TbPYK inhibitor
CC[C@]12c3[nH]c4cc(-c5ccco5)ccc4c3CCN1C(=O)[C@@H](CC(=O)NCCCOC)C[C@@H]2C(=O)N1CCN(C(=O)C2CC2)CC1 | 0% | 1%
Nc1ccc2[nH]c(=S)sc2c1 | 13% | ?

(cont.)
mol | HCV inhibitor | TbPYK inhibitor
CC[C@@]1(C(=O)OC)N[C@H](CN(C)C(=O)COC)[C@@H]2C(=O)N(C)C(=O)[C@@H]21 | 0% | -1%
Cc1cc(C)cc(NS(=O)(=O)CCCS(=O)(=O)Nc2cc(C)cc(C)c2)c1 | -20% | -6%
CN(C(=O)c1ccc(NC(=O)C2CCCN(C(=O)OC(C)(C)C)C2)cc1)C1CCC1 (stereo unspecified) | -30% | 11%
CCOC(=O)C1CCCN(C(=O)C2CCN(S(=O)(=O)c3ccc(Cl)c(C(F)(F)F)c3)CC2)C1 (stereo unspecified) | ? | -6%
O=C(Nc1ccccc1)C1CCOC1=O (stereo unspecified) | 14% | 0%
COC(=O)c1ccc(NC(=O)CSc2nnc(-c3ccccc3Br)n2-c2ccccc2)cc1 | ? | 0%
O=C(Cc1ccc(S(=O)(=O)N2CCOCC2)s1)N1CCN(S(=O)(=O)c2ccccc2[N+](=O)[O-])CC1 | 3% | 0%
C#CCOCCOCCOCCNc1nc(N2CCN(C(=O)[C@H](CCC(=O)O)n3cc([C@@H](N)[C@H](C)CC)nn3)CC2)nc(N2CCN(C(=O)[C@H](CCCCN)n3cc([C@@H](N)CC(N)=O)nn3)CC2)n1 | -7% | 2%
C=CC[C@@H](CC(=O)N(CCO)Cc1ccccc1)C(=O)N[C@@H](COC(=O)[C@@H](CC=C)Cc1ccc(F)cc1)Cc1ccccc1 | -26% | -3%
CC1(C)S[C@@H]2[C@H](NC(=O)COc3ccccc3)C(=O)N2C1C(=O)OCc1ccccc1 (stereo partly specified) | 23% | 0%
COc1ccc(S(=O)(=O)N2CCOCC2)cc1NC(=O)COC(=O)CC1CC2CCC1C2 (stereo unspecified) | 0% | 1%
O=[N+]([O-])c1ccc(CS(=O)Cc2ccccc2)cc1 (stereo unspecified) | 25% | 2%
Brc1ccccc1CN1CCN(Cc2c[nH]c3ccccc23)CC1 | -19% | 22%
CC12CCC(C)(O1)C1C(=O)N(c3nccs3)C(=O)C12 (stereo unspecified) | 20% | 13%
COC(=O)[C@@H]1C[C@]2(C(=O)O)c3ccccc3N(OOSc3ccccc3)[C@@H]2N1C(=O)OC | 12% | 8%
Cc1ccc(S(=O)(=O)N2CCN(C(=O)COC(=O)c3ccc(Cl)c(S(N)(=O)=O)c3)CC2)c(C)c1 | 19% | -9%
O=[N+]([O-])c1cccc2[nH]ncc12 | 35%[activator] | 1%
COc1ccc(C2=CC(c3ccc4c(c3)OCO4)c3c(c4ccccc4oc3=O)O2)cc1OC (stereo unspecified) | ? | 4%
O=C(Nc1ccc(C(=O)N2CCOCC2)cc1)Nc1cccc(C(F)(F)F)c1 | ? | -3%
O=C(NCC1CCCO1)c1cccc(S(=O)(=O)Nc2cccc(C(F)(F)F)c2)c1 (stereo unspecified) | -10% | 2%
COC(=O)C1=C(c2ccc(S(C)(=O)=O)cc2)C[C@@H]2CC[C@H]1N2C(=O)NCc1ccco1 | 19% | -4%
CN(C(=O)c1cccc(NC(=O)Cc2ccc(NC(=O)C3CCCN(C(=O)C4CC4)C3)cc2)c1)C1CCCCC1 (stereo unspecified) | 15%[8.37 µM] | -3%
COc1cc2cc(CCCO)oc(=O)c2cc1OC | -23% | -4%
C1=C(c2sc3ccccc3c2-c2ccc(OCCN3CCOCC3)cc2)CCCC1 | ? | 5%
O=C(NC1(C(F)(F)F)C(=O)Nc2c1c(=O)[nH]c(=O)n2-c1ccccc1)c1ccncc1 (stereo unspecified) | 11% | -11%
CN(C(=O)c1cccc(NC(=O)Cc2ccc(NC(=O)C3CCCN(C(=O)C4CCCCC4)C3)cc2)c1)C1CC1 (stereo unspecified) | -22%[8.37 µM] | -5%
CCOC(=O)c1cc(-c2ccccc2)nc2c(O)cccc12 | ? | -2%
O=C(CN(C1CCCCC1)S(=O)(=O)c1ccc(F)cc1)NCC1CCCO1 (stereo unspecified) | ? | -18%
O=C(CN1C(=O)NC(CCc2ccccc2)C1=O)Nc1ccc(F)c(F)c1F (stereo unspecified) | 2% | 6%
CCCCCCCCCCCCN1[C@@H](CC(C)=O)c2cc(F)cc(F)c2S1(=O)=O | 8% | 5%
CCN(CC)C(=O)[C@H]1C[C@H](CC(=O)NCC23CC4CC(CC(C4)C2)C3)C(=O)N2CCc3c([nH]c4cc(CCC(=O)N(C)C)ccc34)[C@]12C | -6%[8.37 µM] | -9%
COC(=O)c1ccc(NCc2cc(O)ccc2O)cc1 | 5µM* | ?
CCCCNS(=O)(=O)CCNCc1ccc(OC)cc1 | 8% | 7%
CN(CC(=O)NC(=O)Nc1ccccc1F)Cc1ccccc1F | -5% | 7%
Cc1ccc(NC(=O)CN(C)C(=O)Cc2c[nH]c3ccccc23)cc1 | ? | -8%
CCOC(=O)c1ccc(/C=C2\c3ccccc3C(=O)N2c2ccccc2)cc1F | -1% | 0%
O=C(Nc1ccccc1)c1cn(CCBr)cn1 | 9% | -6%
Cc1ccc(C(=O)NCC(=O)OCc2c(F)cccc2Cl)s1 | 16% | 3%
Cc1cc(C)c(CN2CCN(C(=O)Cn3cnc(C(=O)Nc4ccc(C)c(C)c4)n3)CC2)c(C)c1 | ? | -5%
O=c1ccnc(Nc2ccc([N+](=O)[O-])cc2)[nH]1 | -20% | 0%
CCOC(=O)C[C@H]1c2cc(F)ccc2S(=O)(=O)N1C1CCCC1 | 12% | -4%
c1ccc(-c2nnc(Cn3c4ccccc4c4nc5ccccc5nc43)o2)cc1 | -2% | -9%
C[C@H](CO)N1C[C@H](C)[C@@H](CN(C)Cc2ccncc2)Oc2c(NS(=O)(=O)c3cccs3)cccc2C1=O | 16% | 1%
Cc1nnc(SCCn2c(N3CCC(C)CC3)nc3c2c(=O)n(C)c(=O)n3C)s1 | 10% | 9%
COc1ccc2c(c1)[C@H]1[C@H](CO2)[C@H](c2ccccc2)[C@]2(C)C(=O)N(Cc3ccc(C)cc3)CC(=O)N12 | 10µM* | -1%
N=C1c2ccccc2CN1NC(=O)c1ccco1 | -24% | -6%
CCCCN(C(=O)c1c(-c2ccccc2)noc1C)c1c(N)n(CCC)c(=O)[nH]c1=O | -7% | 1%
Cc1cc(C)c(S(=O)(=O)N2CCN(C(=O)c3ccccc3OCc3c(C)noc3C)CC2)c(C)c1 | -11% | 4%
CCOC(=O)c1ccccc1NC(=O)CN1CCC(n2nnc3cc(F)ccc32)CC1 | -15% | -2%
COC(=O)[C@]1(Cc2ccccc2)N[C@H](CN(C)C(=O)Nc2ccc(C(F)(F)F)cc2)[C@@H]2C(=O)N(Cc3ccccc3)C(=O)[C@@H]21 | 13µM* | 2%
CC(=O)Nc1ccc(NC(=O)CSc2nc(=O)n(Cc3cccnc3)c3c2CCC3)cc1 | -22% | 10%
CCOC(=O)c1c(NC(=O)CN2CCN(c3cccc(Cl)c3)CC2)sc(C)c1C | 17% | 3%
O=C1[C@H](c2ccccc2)[C@@H](c2ccccc2)N1c1ccncc1 | -18% | 4%
CCOC(=O)C1=CN2CCC[C@H]2CC1=O | ? | -3%
COc1cc(C(=O)CCc2ccc3c(c2)OCO3)cc(OC)c1OC | 14µM* | 3%
CCc1ccc(N2CC(C(=O)OCC(=O)NC3CC3)CC2=O)cc1 (stereo unspecified) | 15% | -3%
COC(=O)C1=C(c2cccc(OC)c2OC)C[C@@H]2CC[C@H]1N2C(=O)N1CCC(C)CC1 | -7% | -4%
N#Cc1c(N)c(C(=O)c2ccccc2)n2ccccc12 | -22% | -3%
CCOc1ccccc1C1c2cc3c(cc2OC(C)(N2CCCC2)C1C)OCO3 (stereo unspecified) | ? | 4%
O=C1C=CC(=O)N1Cc1cccnc1 | 15% | 8%

Given with values under each structure: four of the compounds above
Each structure is followed by: HCV inhibitor | TbPYK inhibitor
COc1ccc2c(c1)[C@H]1[C@H](CO2)[C@H](c2ccccc2)[C@]2(C)C(=O)N(Cc3ccc(C)cc3)CC(=O)N12
 : 10µM* | -1%
N=C1c2ccccc2CN1NC(=O)c1ccco1
 : -24% | -6%
CCCCN(C(=O)c1c(-c2ccccc2)noc1C)c1c(N)n(CCC)c(=O)[nH]c1=O
 : -7% | 1%
Cc1cc(C)c(S(=O)(=O)N2CCN(C(=O)c3ccccc3OCc3c(C)noc3C)CC2)c(C)c1
 : -11% | 4%

The list goes on.
compound | HCV inhibitor | TbPYK inhibitor
C[C@]12CC[C@H](O)C[C@@H]1CC[C@@H]1[C@@H]2CC[C@@]2(C)[C@H]1CCC(=O)[C@]21CCCO1 | 4% | 3%
Cc1cc(C)c(CC(=O)c2ccccc2)c(C)c1 | 10% | -6%
CC(C)CN(C(=O)CCNC(=O)c1ccc(Cl)cc1)C1CCS(=O)(=O)C1 (stereo unspecified) | -1% | 10%
C=CCn1c(SCC(=O)Nc2ccc(C(=O)O)cc2)nc2scc(-c3ccccc3)c2c1=O | 0% | 8%
O=C1CC(C(=O)O)NC(=S)N1 (stereo unspecified) | 0% | 3%
COc1ccc(S(=O)(=O)Nc2cccc3c2O[C@H](CN(C)S(=O)(=O)c2ccc(F)cc2)[C@H](C)CN([C@H](C)CO)C3=O)cc1 | 18% | -4%
Cc1cc(Cl)ccc1C(=O)C1CCCN(C(=O)c2ccsc2)C1 (stereo unspecified) | -24% | 2%
Cc1ccc(C(C)(c2ccc(N)cc2)c2ccc(N)cc2)cc1 | 5% | -3%
COCCn1c(-c2ccccc2)cc(C(=O)O)c1C | 9% | -14%
